Screens: PubChem, Sanford-Burnham Center for Chemical Genomics
TAG inh – inhibitors of triacylglycerol accumulation | 230,000 compounds, 0.66% hits | AID 651582 | inhibition, % at 12.5 µM | H9c2 cells, Nile Red lipid (TAG) fluorescence; cells loaded with 200 µM oleic acid;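 active = pattern-corrected inhibition of lipid staining of at least 50% with the nuclear-stain viability signal not falling by more than 50%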;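 also: 0% = DMSO wells and 100% = triacsin C control wells; some results filed as inactive read as strong as hits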
TAG inh DAPI viability – further read-out of TAG inh, marked with its call; DAPI nuclei signal change (viability), lower = more cytotoxic, %;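 whole-well DAPI fluorescence read on a plate reader as a viability signal; minus 50 percent equals half of cells still viable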
Starred values were filed as active, the others as inactive; i = inactive. Only part of the results is shown. The share of hits here may be higher or lower than overall.

Order of values – TAG inh, TAG inh DAPI viability
COc1ccc(NC(=O)CC2C(=O)NCCN2C(=O)Nc2ccc(C(F)(F)F)cc2)cc1 (stereo unspecified)
  24, -2
Cc1cc(C)cc(NC(=O)C[n+]2ccccc2)c1
  -5, 3
Cc1nn(C)cc1/C=N/NC(=O)Cn1cncn1
  -2, -2
Cc1ccccc1CN(c1ccc(C(=O)NCc2ccccn2)cc1)S(C)(=O)=O
  26, -22
CCCN1CC23C=CC(O2)C(C(=O)O)C3C1=O (stereo unspecified)
  3, 4
Cc1cccc(/C=N/NC(=O)Cc2ccc(Cl)cc2)c1O
  21, -16
Cc1ccc2c(C)c(C(=O)N(C)C(C)c3ccon3)oc2c1C (stereo unspecified)
  -15, 4
O=C(/C=C/c1ccccc1[N+](=O)[O-])N1CCc2ccccc2C1
  1, -2
CCOC(=O)C1CCN(CCC(=O)Nc2ccc(Cl)cc2)CC1
  -6, 10
COCCN1C(=O)N(c2cccc(C)c2)C(=O)C1CC(=O)Nc1ccc(F)cc1 (stereo unspecified)
  -1, -9
CN(c1ccccc1)S(=O)(=O)c1ccc(C(=O)N2CCCC(C(F)(F)F)C2)cc1 (stereo unspecified)
  13, 0
CC(C)=C1SC(N2CCOCC2)=NC1=O
  -5, 13
CCN(CC(=O)NCc1ccc(Cl)cc1)C(=O)c1cc(S(=O)(=O)NCc2ccccc2)ccc1C
  -9, 2
CC(C)(C)NC(=O)C(c1ccc(O)cc1)N(C(=O)CCC(=O)Nc1nccs1)c1ccccc1F (stereo unspecified)
  6, 2
O=C(Cc1coc2cc3c(cc12)CCC3)OCc1cc(=O)n2c(n1)sc1ccccc12
  -5, 10
COc1ccc(-c2cc(-n3c(C(F)(F)F)nc4ccccc43)n(CCC#N)n2)cc1
  -20, 6
CCOc1ccc(Cc2onc3c2C(=O)CC(C)(C)C3)cc1OCC
  -5, 0
COc1ccc(NC(=O)NCc2ccc3c(c2)OCO3)cc1OC
  -4, -1
CCCc1cc(=O)[nH]c(SCc2ccc(C#N)cc2)n1
  -1, 1
Cn1c(NC(=O)Cc2ccc(F)cc2)cc(=O)n(C)c1=O
  5, -14
COc1ccc(-c2cc(C(=O)NCCCn3ccnc3)no2)cc1
  2, 6
CCS(=O)(=O)Nc1cc(C(=O)O)ccc1C
  -15, -10
CC1(C)CN(c2cccc(-c3ccnc4ncnn34)c2)C1=O
  10, -8
C=CC[C@H](CC(=O)N(CCO)Cc1ccccc1)C(=O)N[C@@H](COC(=O)[C@H](CC=C)CC(=O)OC(C)(C)C)Cc1c[nH]c2ccccc12
  35, -3
CCOc1ccccc1NC(=O)C(OC(=O)c1ccccc1NS(=O)(=O)c1cccs1)c1ccccc1 (stereo unspecified)
  4, 0
CC(C)CNC(=S)NC1CC2CCCC(C1)N2C1CCCCC1 (stereo unspecified)
  3, -1
Clc1ccccc1N1CCN(c2ncnc3nc[nH]c23)CC1
  5, -7
Cc1ccc(S(=O)(=O)N2CCOCC2)cc1C(=O)OCC(=O)NCc1ccc2c(c1)OCO2
  8, -13
Cc1noc(C)c1CC(=O)N1CCCC(C(=O)c2ccc(C(C)(C)C)cc2)C1 (stereo unspecified)
  -15, 4
COc1ccc2c(c1)C=C(CN1CCC(CO)(CCc3ccccc3)CC1)CO2
  -13, 25
COCCNC(=O)c1c(CS(=O)(=O)c2ccccc2)noc1C(=O)NCc1ccccc1
  7, 62
Nc1ccc(C(=O)OCc2nc3c(ccc4ccccc43)[nH]2)cc1
  10, 0
COC(=O)c1c(C)cc(C)c2c1CC(C)(C)C2=O
  -7, -4
COc1nc(C)nc(C)c1Oc1ccc(Cl)cc1Cl
  0, 3
CN1CCC(NC(=O)c2ccncc2)CC1
  13, 3
O=C(Nc1ccccc1)C(=O)Nc1cccnc1
  2, 7
CC(CCc1ccccc1)NC(=O)c1ccc(Cl)nc1 (stereo unspecified)
  -5, 0
CCn1c(-c2ccccc2)c[nH]c1=S
  2, 1
O=C(O)CCn1c(C(=O)O)cc2sccc21
  -3, -7
Cc1ccc(NC(=O)C2C3CC4OC(=O)C2C4C3)cc1Cl (stereo unspecified)
  -15, 10
Cc1cc(C)n(-c2ccc(S(N)(=O)=O)cc2[N+](=O)[O-])n1
  15, -6
CCC1CCCCN1C(=S)NC(=O)c1cc(Br)ccc1Cl (stereo unspecified)
  -2, -11
O=C(C1CCN(S(=O)(=O)c2ccc(-n3cnnn3)cc2)CC1)N1CCN(c2ccccc2)CC1
  14, -11
Cc1cc(C)n(-c2cccc(CN(C)Cc3nc(-c4cnccn4)no3)c2)n1
  0, -4
CC1CN=C(c2cccn2Cc2ccc(F)cc2Cl)O1 (stereo unspecified)
  -6, 4
Cc1cccnc1NC(=O)c1ccc2nc(N)sc2c1
  4, 2
CCOC(=O)CN(C(=O)CSc1nnc(COc2ccc(OC)cc2)n1C)c1ccccc1
  -6, 2
CN(CC(=O)Nc1ccccc1Cl)C(=O)CCNC(=O)Nc1ccccc1
  -5, 1
O=C(NCC(c1ccco1)N1CCCCC1)c1ccc(COc2ccccc2)cc1 (stereo unspecified)
  -34, 6
CCOC(=O)N1CCN(C(=O)c2ccccc2SCC(=O)NCC2CCCCC2)CC1
  -2, -5

(cont.)
Order of values – TAG inh, TAG inh DAPI viability
O=C(CNS(=O)(=O)c1ccc(C(=O)N2CCCCC2)cc1)N1CCCCC1
  -19, 0
Cc1cccn2c(=O)c3cc(C#N)c(=NC(=O)c4cccs4)n(CCCOC(C)C)c3nc12
  14, 37
Cn1nc(C(F)(F)F)c2cc(NC(=O)OCc3ccc(C(C)(C)C)cc3)sc21
  14, -9
CCN(CC)S(=O)(=O)c1ccc2nnn(OCC(=O)Nc3cccc(C#N)c3)c2c1
  3, 3
CCCCCN1C2=NCCN2c2ccccc21
  3, -6
CC(=O)c1cccc(Nc2c([N+](=O)[O-])c(=O)oc3ccccc23)c1
  9, 7
CCN(CC)S(=O)(=O)c1ccc(C(=O)NN(C)C2=NS(=O)(=O)c3ccccc32)cc1
  -6, -5
Cc1cc(Cl)ccc1OCCCC(=O)NN
  -28, 2
NC(=O)c1ccc2c(=O)n3c(-c4cc(Cl)c(N)c(Cl)c4)csc3nc2c1
  -31, -13
CC(C)(C)NCC(O)Cn1cc(C=O)c2ccccc21 (stereo unspecified)
  2, 3
COc1ccc(C(O)c2coc3ccc(O)c(CN(C)C)c23)cc1 (stereo unspecified)
  -88, 23
CC(=O)Nc1sc(N/N=C\c2ccccc2)nc1-c1cccs1
  11, -3
COc1cc2c(cc1OC)CN(C(=O)CN1C(=O)c3ccc([N+](=O)[O-])cc3C1=O)CC2
  -3, 5
CN(CC(=O)Nc1c(Cl)cccc1Cl)C(=O)Cc1ccsc1
  -1, 6
CCN(CC)CCN(Cc1cc2ccc(C)cc2[nH]c1=O)C(=O)Nc1ccc(Cl)cc1
  16, 13
Cc1ccc(CC(=O)NCCC(=O)O)cc1
  -8, 5
Cc1onc(-c2ccccc2)c1C(=O)OCC(=O)N(C)c1c(N)n(Cc2ccccc2)c(=O)[nH]c1=O
  6, 3
COc1ccccc1CNCC(=O)N1CC(=O)Nc2ccccc21
  -20, 2
C=CCn1c(SCc2nc3ccccc3c(=O)[nH]2)nnc1-c1cc2cc(Cl)ccc2o1
  -4, -8
NC(=O)c1sc2nc3c(cc2c1N)CCC3
  -6, 7
Cc1cc(=O)oc2cc(OCc3ccc(C(=O)OCC(=O)Nc4ccc(N(C)C)cc4)cc3)ccc12
  -9, -1
Cc1ccc(-c2cc(C(F)(F)F)nn2-c2ccc(S(N)(=O)=O)cc2)cc1
  3, 3
O=C(CN1C(=O)NC2(CCCC2)C1=O)Nc1ccccc1N1CCCCC1
  4, -5
CCOC(=O)C1(C)CCCCCN1C(=O)c1ccc(SC(F)(F)F)cc1 (stereo unspecified)
  -25, 0
O=Cc1cn(CCOc2ccc(F)cc2)c2ccccc12
  0, -5
CC(=O)c1ccsc1-c1c(C)cc2oc(=O)cc(-c3ccccc3)c2c1C
  -8, 2
CCOC(=O)c1c(C)[nH]c(C(=O)COC(=O)c2cc(C)oc2C)c1C
  -24, -6
CC(=O)Nc1ccc(S(=O)(=O)Nc2ccc3c(c2)OCCO3)cc1
  -23, 4
C/C(=N/OC(=O)c1c(-c2ccccc2Cl)noc1C)c1cnccn1
  3, -5
Cc1ccc(C)c(S(=O)(=O)N2CCN(C(=O)c3ccncc3)CC2)c1
  7, 1

Full records as entered above. Order of screens: TAG inh	TAG inh DAPI viability
Cc1cc(=O)oc2cc(OCc3ccc(C(=O)OCC(=O)Nc4ccc(N(C)C)cc4)cc3)ccc12 reads -9	-1
O=C(CN1C(=O)NC2(CCCC2)C1=O)Nc1ccccc1N1CCCCC1 reads 4	-5
C/C(=N/OC(=O)c1c(-c2ccccc2Cl)noc1C)c1cnccn1 reads 3	-5
CCOC(=O)c1c(C)[nH]c(C(=O)COC(=O)c2cc(C)oc2C)c1C reads -24	-6
CC(=O)Nc1ccc(S(=O)(=O)Nc2ccc3c(c2)OCCO3)cc1 reads -23	4

Additional results follow:
Order of values – TAG inh, TAG inh DAPI viability
O=C(NCc1cccs1)c1cccc2c(-c3ccc(F)c(F)c3)coc12
  -59, -4
C[C@@H](O)[C@H]1O[C@]2(C)CCC[C@H]1O2
  -2, -6
CCCNC(=O)C1(C)CCN(C(=O)c2ccccc2OC)C1 (stereo unspecified)
  -11, 8
CC1Cc2ccccc2N1C(=O)CN(C)CC(=O)Nc1ccc(OC(F)(F)F)cc1 (stereo unspecified)
  -14, -1
Cc1ccn2cc(CCNS(=O)(=O)c3ccc4ccccc4c3)nc2c1
  5, 10
CC(=O)NCC(=O)OCC(=O)c1ccc2ccccc2c1
  -1, 16
CCOC(=O)CN(C(=O)COc1nc(C)cc(C)c1C#N)c1cccc(Cl)c1
  -30, 1
COC(=O)CCNc1n[nH]c(=O)[nH]c1=O
  -10, 3
CCCS(=O)(=O)c1c(S(=O)(=O)CCC)c2c3ccccc3ccn2c1C(=O)OC
  -59, 8
CCOC(Cn1c(-c2ccc(OC)cc2)nc2ccccc21)OCC
  -6, 1
Cn1c(=O)c(S(=O)C2CCCCC2)c(O)c2ccccc21 (stereo unspecified)
  3, -7
COc1ccccc1N1CCN(C(=O)c2ccc(Cl)c(S(=O)(=O)N3CCCC3)c2)CC1
  -15, 16
O=C(O)c1ccc(N/N=C2/CCCc3ccccc32)cc1
  -6, 7
Cc1cc(C)c(C#N)c(SCc2ccc(F)cc2)n1
  -3, -4
Cc1cc(C)n(CC2CC(=O)N(c3ccc(Cl)cc3)C2=O)n1 (stereo unspecified)
  -1, 1
CCCCC[n+]1ccn(C2=C([O-])c3ccccc3C(=O)/C2=N\S(=O)(=O)c2ccccc2)c1
  -21, -1
COC(=O)c1ccccc1-c1c2ccc(=N)cc-2oc2cc(N)ccc12
  i, -20
Cc1ccc(-c2nnc(SCc3nc(N)nc(Nc4ccccc4C)n3)n2N)cc1
  9, 2
CCC(OC(=O)CN1C(=O)C(=O)c2ccccc21)C(=O)Nc1ccc(S(N)(=O)=O)cc1 (stereo unspecified)
  14, -7
CCN(CC)S(=O)(=O)c1ccc(C(=O)NC(=S)N(CCC#N)Cc2cccnc2)cc1
  1, 1
CCCOc1ccc(/C=C/C(=O)N2CCOCC2)cc1
  -8, -7
O=C(NCc1ccco1)c1ccc(=O)[nH]n1
  3, -5
COc1cccc(OCc2nnc(SCC(=O)NNC(=O)C3CCCCC3)n2C)c1
  0, -1
Cc1cnc(C)c(N2CCC(C(=O)NCc3cccs3)CC2)n1
  24, -2
CC1(C(=O)OCC(=O)Nc2ccc(C(N)=O)cc2)CC1(Cl)Cl (stereo unspecified)
  -2, 4
COc1cccc(C(c2sc3ncnn3c2O)N2CC(C)OC(C)C2)c1 (stereo unspecified)
  -5, -10
CC1CCCCN1CCCNC(=O)C1CCN(c2nc3ccccc3o2)CC1 (stereo unspecified)
  28, -12
CN(C)S(=O)(=O)NCCNc1ccc(C(F)(F)F)cc1[N+](=O)[O-]
  -3, 11
S=c1[nH]nc(-c2ccc(Cl)cc2)n1-c1ccc(Cl)cc1
  13, -14
O=C(Nc1ccc(F)c(Cl)c1)N1CCCC1
  15, -5

Shown as tab-separated lines: part of the list above.
molecule	TAG inh	TAG inh DAPI viability
COc1cccc(OCc2nnc(SCC(=O)NNC(=O)C3CCCCC3)n2C)c1	0	-1
Cc1cnc(C)c(N2CCC(C(=O)NCc3cccs3)CC2)n1	24	-2

Remaining list, next part
Order of values – TAG inh, TAG inh DAPI viability
Cc1ccc(S(=O)(=O)NCCC(=O)NCC(=O)Nc2c(C)cccc2C)cc1C
  3, 4
COc1ccc([C@H]2CC(=O)C=C(c3ccccc3OC)C2)cc1OC
  -10, -7
CCOC(=O)C1CCN(c2nc(C)cc(C)c2C#N)CC1
  -8, 9
COc1cccc(C2=CC(=O)C(C(C)(C)C)N2C(C)(C)C)c1 (stereo unspecified)
  -17, -10
O=C(NC1CCCN(CCc2ccccc2)C1)c1c(F)cccc1F (stereo unspecified)
  5, 1
Cc1ccc(S(=O)(=O)N2CCCCC2)cc1NC(=O)C1CCN(C(=O)OC(C)(C)C)CC1
  -9, 11
O=C(O)c1cc2cc(Oc3ccccc3)ccc2[nH]1
  14, 1
CCCOc1ccc(C2C(C(=O)c3ccco3)=C(O)C(=O)N2CCCn2ccnc2)cc1OC (stereo unspecified)
  -5, -8
O=S(=O)(c1ccc(F)c(Cl)c1)N1CCN(C/C=C/c2ccccc2)CC1
  -21, 9
COc1cc(C(=O)Nc2nccs2)cc(OC)c1OC
  20, 21
Cn1cc(S(=O)(=O)N2CCOCC2)cc1C(=O)NCc1ccccc1Cl
  5, 2
CCOP(=O)(OCC)C(C)(C)NC(=O)Nc1ccc(Cl)c(Cl)c1
  4, -9
CC(C)(C)c1cc(C(F)(F)F)c(C#N)c(=O)[nH]1
  5, 1
